D2 ag: D2 dopamine receptor (human) agonism; P14416; AID 485358; 340,000 compounds, 0.53% hits; activation, % at 2 µM; HEK293 T-REx D2 cells, calcium flux agonist mode;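 active means activation over 3 SD above normal in the single-dose calcium agonist read, cut at about 30% in these data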; further: 0% is about no effect
Target sequence (P14416 whole entry, looked up): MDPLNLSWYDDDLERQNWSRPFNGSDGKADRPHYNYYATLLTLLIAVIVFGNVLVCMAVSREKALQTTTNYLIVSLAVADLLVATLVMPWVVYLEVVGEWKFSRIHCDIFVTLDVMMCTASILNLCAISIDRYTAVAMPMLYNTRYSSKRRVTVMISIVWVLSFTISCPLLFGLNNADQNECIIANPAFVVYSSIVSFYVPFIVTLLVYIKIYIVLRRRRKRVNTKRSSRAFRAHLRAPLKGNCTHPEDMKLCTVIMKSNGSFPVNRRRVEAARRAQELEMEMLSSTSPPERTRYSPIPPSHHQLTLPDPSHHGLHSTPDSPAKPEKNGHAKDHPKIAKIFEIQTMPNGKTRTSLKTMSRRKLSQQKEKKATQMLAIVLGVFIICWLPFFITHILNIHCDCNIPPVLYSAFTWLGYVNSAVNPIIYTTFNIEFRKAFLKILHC
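HEK293 Trex D2 cells, tetracycline-induced, o/n 30 C 5% CO2; no-wash Ca dye, RT 30–90 min; 10-cycle baseline, 23 nl cpd added, kinetic Ca read 180 s; agonist hits = positive Ca response.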
D1 antagonist: human D1 dopamine receptor antagonism; activity change, negative = inhibition, % at 10 µM; P21728; HEK293 TREx D1 cells, calcium flux, dopamine EC80; hits give low values; 360,000 compounds, 3.2% hits; in the data active means activity change below about -30%; further: on the % scale 0 is the no-effect control and ±100 the full control effect
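Cells carrying a force-coupled, tetracycline-inducible human D1 receptor report calcium flux. Each well gets a 10 s baseline, compound with 180 s monitoring, then an EC80 dopamine stimulus with a second 180 s kinetic read.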
D1 agonist: human D1 receptor agonism. P21728. HEK293 T-REx D1 cells, calcium flux, agonist mode. activation, % at 2 µM. 360,000 compounds, 1% hits; further: 0% is about no effect
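Agonism was scored from calcium flux recorded over 180 s (1 read/s) after pintool compound addition, following a 10-cycle baseline. Cells were inducible force-coupled HEK293 TREx D1, plated overnight at 30 C and loaded with no-wash calcium dye.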
D2 potentiator: positive allosteric modulators of human D2 dopamine receptor. P14416. HEK293 T-REx D2, calcium flux, EC20 dopamine potentiation. potentiation, % at 10 µM. 340,000 compounds, 0.34% hits. AID 485347;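 active means potentiation over 3 SD above the plate norm, cut at about 30% in these data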; further: 0% is about no effect
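Potentiation of an EC20 dopamine calcium response is measured in a force-coupled, tetracycline-inducible Hek293 Trex D2 line. Compound-only kinetic reads over 180 s flag agonists before dopamine addition.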
D2 antagonist: antagonizes the human D2 dopamine receptor; P14416; HEK293 TREx D2 cells, calcium flux, dopamine EC80; inhibition, % at 10 µM; 340,000 compounds, 2% hits; AID 485344; in the data active means inhibition above about 30%; further: 0% is about no effect
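Calcium mobilization kinetics were recorded at 1 s intervals in tetracycline-induced HEK293 T-REx D2 cells, first for 180 s after compound addition and then 180 s after EC80 dopamine.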
D1 PAM: enhances dopamine response at the human D1 receptor; 360,000 compounds, 0.036% hits; HEK293 TREx D1 cells, calcium flux, dopamine EC20 potentiation; potentiation, % at 10 µM; in the data active means potentiation above about 30%; further: 0% is about no effect
RXFP1 antag: blocks the human relaxin receptor RXFP1 | Q9HBX9 | HEK293-RXFP1, relaxin-stimulated cAMP HTRF, 30 min; hits give low values | activity change, negative = inhibition, % at 57.5 µM | 350,000 compounds, 0.59% hits;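 active means activity change of -60% or lower, but not beyond a set lower limit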; further: on the % scale 0 is the no-effect control and ±100 the full control effect
TRHR enhancer: allosterically enhances the human TRH receptor. P34981. TRHR cells, fluo-8 calcium fluorescence, EC20 TRH enhancement. enhancement, % at 2 µM. 360,000 compounds, 0.66% hits; in the data active means enhancement above about 30%; further: 0% is about no effect
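TRHR-expressing cells loaded with fluo-8 calcium dye were read kinetically (ex 480/em 530) during compound addition, then stimulated with an EC20 of TRH (10 nM final). Enhancement of the Gq-mediated intracellular calcium response was scored.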
TRHR ag: agonists of human TRH receptor | P34981 | TRHR cells, calcium flux fluo-8, FDSS agonist mode | activation, % at 2 µM | 360,000 compounds, 0.18% hits | AID 493084; further: 0% is about no effect
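In this calcium-flux screen, cells bearing human TRHR are dye-loaded with fluo-8, baselined for 10 cycles, then exposed to library compounds; positive kinetic calcium responses during the agonist phase mark hits, with TRH as control.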
Active calls of the source: *; / = no result given. Unless noted, no stated cut-off is given here; in the data, active means activation above about 30%; inactive means the rest.

Value order: D2 ag, D1 antagonist, D1 agonist, D2 potentiator, D2 antagonist, D1 PAM, RXFP1 antag, TRHR enhancer, TRHR ag
O=C(N/N=C/c1cn(-c2ccccc2)nc1-c1ccc2c(c1)OCCO2)c1ccncc1
→ -1.1, 9.4, 2.3, 6.4, 8.2, -4.8, -15.3, 4.6, 0.9
COc1ccccc1NC(=S)N(CCN1CCOCC1)Cc1ccccc1F
→ 0.5, 4.5, 1.5, -2.9, -1.7, -2.3, 1.7, 1.1, -0.7
CC(C)c1ccccc1NC(=S)NCCCn1ccnc1
→ 0.8, -6.4, 4.5, 0.2, 2.2, -5.0, 0.4, -0.2, 0.2
CC(=O)c1ccc(NC(=O)c2cc(=O)[nH]c3ccccc23)cc1
→ -0.4, 3.3, 6.5, -1.6, 5.8, -1.5, -5.9, 1.9, 1.3
C[C@H]1CN=C(N(C)C)N1CCC1CCCC1
→ -0.7, -23.0, -1.2, -1.0, -10.5, -6.7, /, -1.8, -0.3
CCOC(=O)C1CCCN(C(=O)C2CCN(c3nnc(-n4cccc4)s3)CC2)C1 (stereo not drawn)
→ -0.3, 7.0, -0.2, 7.4, -3.4, 0.8, /, -1.0, 0.0
CCCC(=O)C1=C(N(C)c2ccccc2)CC(C)(C)C(C(=O)OC)C1=O (stereo not drawn)
→ 0.2, 0.1, 1.9, -5.6, 9.5, 5.2, 0.2, 36.8*, -0.2
C1CN(c2nc3nonc3nc2N2CCOCC2)CCO1
→ 0.3, -9.1, 1.9, -5.5, -0.8, 1.4, /, -1.0, 0.4
Cc1ccc(-n2nnnc2SCn2nnc3ccccc3c2=O)cc1
→ /, /, 6.4, 24.5, /, -3.2, -1.5, -16.3, -1.1
CCn1c(SCC(=O)NCC2CCCO2)nnc1-c1ccc(Cl)cc1 (stereo not drawn)
→ 1.8, /, -1.5, -9.5, 8.4, -1.5, -11.0, 1.0, -0.1
COc1cc(CN2CCN(c3cccc(C)c3C)CC2)cc([N+](=O)[O-])c1O
→ 1.3, 6.9, 0.9, 0.1, -6.3, 7.0, -17.6, -2.0, -0.8
CCOC(=O)Cn1c(=O)n(CC2CCCO2)c2nc(-c3ccccc3Cl)nc(C(N)=O)c21 (stereo not drawn)
→ -0.5, -16.6, 0.7, 8.3, /, 0.1, /, -0.6, -0.7
CN(C)C=NC(=O)c1ccc([N+](=O)[O-])c(CS(=O)(=O)c2ccc(Cl)cc2)c1
→ -0.4, -11.9, 2.5, -2.0, -14.1, 4.2, -9.8, 10.2, 0.1
Cc1c(C(=O)NC(C)CCc2ccccc2)cccc1[N+](=O)[O-] (stereo not drawn)
→ -0.1, -6.4, 3.6, -3.7, 1.3, -2.6, -6.2, -1.7, -1.5
COc1ccc(-c2nc(SCC(=O)N3CCOCC3)n[nH]2)cc1
→ -0.4, -0.9, 2.1, -6.8, 2.6, 2.5, -0.7, -4.5, 0.5
CCCCn1nc(C(=O)NCC(c2cccs2)N2CCOCC2)c2ccccc2c1=O (stereo not drawn)
→ -1.5, 5.3, 12.3, 4.0, 13.5, /, -33.9, -5.3, -0.2
Cc1c(C#N)c2ncnc(N)c2n1-c1ccccc1
→ 0.0, 7.3, 2.5, -23.9, 10.4, -1.8, -5.9, -4.4, 0.1

Reformatted field by field: four of the compounds above.
Cc1ccc(-n2nnnc2SCn2nnc3ccccc3c2=O)cc1
  D2 ag: /; D1 antagonist: /; D1 agonist: 6.4; D2 potentiator: 24.5; D2 antagonist: /; D1 PAM: -3.2; RXFP1 antag: -1.5; TRHR enhancer: -16.3; TRHR ag: -1.1

CC(=O)c1ccc(NC(=O)c2cc(=O)[nH]c3ccccc23)cc1
  D2 ag: -0.4; D1 antagonist: 3.3; D1 agonist: 6.5; D2 potentiator: -1.6; D2 antagonist: 5.8; D1 PAM: -1.5; RXFP1 antag: -5.9; TRHR enhancer: 1.9; TRHR ag: 1.3

O=C(N/N=C/c1cn(-c2ccccc2)nc1-c1ccc2c(c1)OCCO2)c1ccncc1
  D2 ag: -1.1; D1 antagonist: 9.4; D1 agonist: 2.3; D2 potentiator: 6.4; D2 antagonist: 8.2; D1 PAM: -4.8; RXFP1 antag: -15.3; TRHR enhancer: 4.6; TRHR ag: 0.9

CCCCn1nc(C(=O)NCC(c2cccs2)N2CCOCC2)c2ccccc2c1=O (stereo not drawn)
  D2 ag: -1.5; D1 antagonist: 5.3; D1 agonist: 12.3; D2 potentiator: 4.0; D2 antagonist: 13.5; D1 PAM: /; RXFP1 antag: -33.9; TRHR enhancer: -5.3; TRHR ag: -0.2

Single values from above:
Entry of `COc1ccccc1NC(=S)N(CCN1CCOCC1)Cc1ccccc1F` under D1 PAM: -2.3
Entry of `COc1ccc(-c2nc(SCC(=O)N3CCOCC3)n[nH]2)cc1` under D2 antagonist: 2.6

Record cards, as listed above. Order of values: D2 ag, D1 antagonist, D1 agonist, D2 potentiator, D2 antagonist, D1 PAM, RXFP1 antag, TRHR enhancer, TRHR ag
O=C(N/N=C/c1cn(-c2ccccc2)nc1-c1ccc2c(c1)OCCO2)c1ccncc1 is listed as -1.1, 9.4, 2.3, 6.4, 8.2, -4.8, -15.3, 4.6, 0.9
CCOC(=O)C1CCCN(C(=O)C2CCN(c3nnc(-n4cccc4)s3)CC2)C1 (stereo not drawn) is listed as -0.3, 7.0, -0.2, 7.4, -3.4, 0.8, /, -1.0, 0.0
